# Source: PubChem BioAssay
# RBX1-CUL1 inh: inhibitors of human ROC1-CUL1 ubiquitin ligase activity. inhibition, % at 10 µM. in vitro K48 di-Ub FRET, acceptor:donor ratio, 45 min. AID 1347404. 0.6% of 140,000 active; in the data active = inhibition above about 25%
# Target sequence (P62877 whole entry, looked up): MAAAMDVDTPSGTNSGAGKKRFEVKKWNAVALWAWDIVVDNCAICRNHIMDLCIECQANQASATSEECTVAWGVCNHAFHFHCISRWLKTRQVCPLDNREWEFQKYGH
# Target sequence (Q13616 whole entry, looked up): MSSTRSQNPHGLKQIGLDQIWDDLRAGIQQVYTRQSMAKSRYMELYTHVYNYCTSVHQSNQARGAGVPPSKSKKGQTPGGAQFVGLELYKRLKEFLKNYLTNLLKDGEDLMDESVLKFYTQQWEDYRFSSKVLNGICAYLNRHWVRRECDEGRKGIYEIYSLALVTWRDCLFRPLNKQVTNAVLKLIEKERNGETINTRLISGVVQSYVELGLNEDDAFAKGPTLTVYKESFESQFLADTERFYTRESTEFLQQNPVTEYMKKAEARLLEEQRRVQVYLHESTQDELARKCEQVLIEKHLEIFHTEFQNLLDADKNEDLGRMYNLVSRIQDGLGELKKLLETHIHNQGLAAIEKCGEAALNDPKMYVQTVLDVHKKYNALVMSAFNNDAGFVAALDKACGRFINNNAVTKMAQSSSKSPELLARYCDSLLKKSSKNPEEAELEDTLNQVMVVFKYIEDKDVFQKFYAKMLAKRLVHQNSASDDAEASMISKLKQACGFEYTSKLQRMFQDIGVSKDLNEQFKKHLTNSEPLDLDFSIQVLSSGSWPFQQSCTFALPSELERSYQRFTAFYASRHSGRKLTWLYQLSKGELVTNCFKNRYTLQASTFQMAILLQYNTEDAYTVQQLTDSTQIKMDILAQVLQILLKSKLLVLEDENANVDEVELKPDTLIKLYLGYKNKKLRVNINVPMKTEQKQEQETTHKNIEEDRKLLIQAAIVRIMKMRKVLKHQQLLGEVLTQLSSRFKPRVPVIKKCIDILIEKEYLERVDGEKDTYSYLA
# * hit, by the source's call.
No.	RBX1-CUL1 inh	SMILES
1	3.2	COc1ccc(C)cc1NC(=O)N1CCN(Cc2ccc(F)cc2)CC1
2	-3.6	COC(=O)c1ccc(CN2CCC3(CC2)c2ccccc2[C@@H](NC(=O)c2ccco2)[C@@H]3OC)cc1
3	-1.1	COc1ccccc1Nc1ncc(C(=O)Nc2ccc(OC)c(OC)c2)c2ccccc12
4	-6.1	O=C(COc1ccccc1)Nc1nnc(SCc2ccccc2Br)s1
5	0.9	Nc1nc(CN2CCN(c3ccccc3F)CC2)nc(Nc2cccc(Cl)c2)n1
6	-2.2	CCOC(=O)c1[nH]c2c(c1Cc1ccccc1)C(=O)CC(c1ccc(C(C)(C)C)cc1)C2 (stereo not given)
7	-5.0	Cc1ccc(S(=O)(=O)c2nnn(-c3ccc(F)c(Cl)c3)c2N)cc1
8	-9.2	Cc1ccc(NC(=O)COc2ccc(/C=N\NC(=O)Cc3ccccc3)cc2)cc1C
9	-2.6	NC(=O)c1ccc(NC(=O)C2CCN(S(=O)(=O)Cc3ccccc3)CC2)cc1
10	9.8	CCOC(=O)N1CCC(Nc2nncc(-c3ccc(C)o3)n2)CC1
11	5.7	O=C(N/N=C/c1c(Br)sc2ccccc12)c1ccccc1O
12	6.3	CCS(=O)(=O)NCc1cccnc1Oc1ccc(F)c(F)c1
13	-10.0	Cc1ccccc1N=c1sc(C2=c3cc(Br)cc(Br)c3=NC2=O)c(O)n1-c1ccccc1C
14	5.3	CCOC(=O)C1(CCOC)CCN(Cc2ccc(C3CCCCO3)s2)CC1 (stereo not given)
15	5.0	COc1cccc(C2C(C#N)C(=N)SC(=N)C2C#N)c1 (stereo not given)
16	3.8	C=CCOc1ccc(CNC(C)(C)CO)cc1OC
17	-2.1	CC1=CC(C)N(c2nc(-c3ccccc3O)cs2)N=C1 (stereo not given)
18	0.7	C=CCSc1nc(SCC=C)c2c3c(sc2n1)CCCC3
19	-4.5	CC(C)CC(NS(=O)(=O)c1ccc2[nH]c(=O)c(=O)[nH]c2c1)C(=O)O (stereo not given)
20	6.4	NC1=NC(=O)CC(C(=O)Nc2cc(Cl)cc(Cl)c2)S1 (stereo not given)
21	-4.6	O=C(N[C@H]1CCCCNC1=O)c1cn(CCCc2ccccc2)nn1
22	6.2	CCOC(=O)C1=C(C)N=c2s/c(=C\c3cc(Cl)ccc3O)c(=O)n2C1c1ccc(OCC)cc1 (stereo not given)
23	6.4	CO/C=C(/C(=O)OC)c1ccccc1OCc1ccccc1
24	-7.3	Cc1ccc(-c2cc(C(=O)Nc3sc4c(c3C#N)CCCCCC4)c3ccccc3n2)c(C)c1
25	-2.7	COc1cc(C(c2c[nH]c3ccccc23)c2c[nH]c3ccccc23)cc(OC)c1O
26	8.9	COc1cc(C(=O)N2C[C@]3(C)C[C@H]2CC(C)(C)C3)ccc1OC1CCN(C(C)=O)CC1
27	2.5	O=c1c2c3c(sc2nc(SCc2ccc(Cl)c(Cl)c2)n1-c1ccccc1)CCCCC3
28	-1.8	Cc1ccc(/C=C2/C(=O)C(C)(C)OC2(C)C)o1
29	9.3	Cc1ccc(S(=O)(=O)c2cc(OC(=O)c3ccco3)ccc2OC(=O)c2ccco2)cc1
30	-0.3	CCc1csc(CNC(=O)c2ccc(N3CCN4CCCC4C3)nc2)n1 (stereo not given)
31	0.3	COCCCn1c(C(=O)N2CCCC2)cc2c(=O)n3cccc(C)c3nc21
32	8.2	O=C(NC(Cc1ccccc1)c1ccc2c(c1)OCCCO2)c1cccnc1 (stereo not given)
33	-11.6	CCc1ccc(O)c(NC(=S)NC(=O)c2cccc(Br)c2)c1
34	3.5	O=C(CCC1CCCC1)Nc1cc(Cl)ccc1Cl
35	-0.8	O=C(c1cnc2sc3c(n2c1=O)CCCC3)N1CCCCC1
36	-7.0	Fc1ccc(Nc2ncnc3c2nc2n3CCCC2)cc1
37	-6.2	CCCN(CCC)C(=O)c1cn(CC)c2ccc(S(=O)(=O)N3CCCCC3)cc2c1=O
38	10.3	COCCNC(=O)c1c(-c2ccccc2)c(-c2ccccc2)nn(C)c1=O
39	7.1	CC1(C)CC(=O)C(C(=O)c2ccccc2)C(=NCCO)C1 (stereo not given)
40	9.1	O=[N+]([O-])c1ccc(S(=O)(=O)NCc2nc3cccnc3n2Cc2ccccc2Cl)cc1
41	-11.1	COc1ccc(-c2cc(C(=O)O)c3ccccc3n2)cc1OC
42	6.5	O=S(=O)(N1CCCC1)N1CCN(c2ccc(F)cc2)CC1
43	6.9	COc1cc(C(=O)NNC(=S)Nc2ccc(S(N)(=O)=O)cc2)cc(OC)c1OC
44	1.1	CCC(=O)C1CCCN(C(=O)c2cc(NC(=O)c3ccccc3)cc3ncn(C4CCCC4)c23)C1 (stereo not given)
45	3.1	Cc1cc2nnc(SCC(=O)NCCc3ccccc3)n2c2ccccc12
46	7.4	Cc1ccc(CCC(=O)Nc2ccc(C)cc2C)cc1
47	6.7	O=C(CN1CCCCC1)NCc1cccnc1N1CCN(c2ccccn2)CC1
48	5.0	CCN1CCN(C(c2ccccc2)C2C(=O)C=C(C)N(Cc3ccco3)C2=O)CC1 (stereo not given)
49	-4.3	COc1cccc(-c2cnnc(NCc3nc(C)cc(C)n3)n2)c1
50	7.1	CCOc1ccc(S(=O)(=O)c2cn(Cc3ccc(OC)cc3)c3ccc(F)cc3c2=O)cc1
51	4.3	O=C(NCc1ccc(Br)cc1)c1ccsc1
52	15.1	O=C(c1ccccc1F)N1CCCC(CO)(Cc2ccccc2F)C1 (stereo not given)
53	-0.6	Cc1cccc(NC(=O)c2ccc(-c3nc(CSc4ccccc4)c(C)o3)cc2)c1C
54	-3.8	CC(C)(C)C(=O)Nc1sc2c(c1C#N)CCC2
55	2.1	CSc1ccc(CC(=O)NC2CCCN(C3CCN(C)CC3)C2)cc1 (stereo not given)
56	4.1	CC(C)COc1cccc(C(=O)Nc2cc(Cl)ccc2C(F)(F)F)c1

# Continued:
No.	RBX1-CUL1 inh	SMILES
57	2.1	O=C(Cn1nnnc1CN1CCCCCC1)N1CCc2ccccc2C1
58	7.0	Cc1ccc(NC(=O)CSc2ccc(-c3cccs3)nn2)cc1Cl
59	1.6	CCOc1cc(/C=C2\SC(=Nc3ccc(C(=O)OC)cc3)N(C)C2=O)ccc1OCC(=O)OC
60	-4.5	CCOC(=O)C1(CCOC)CCN(C(=O)c2ccc(COC)s2)CC1
61	0.1	O=C(NC1CC(=O)N(c2ccccc2)C1)c1ccc(Br)o1 (stereo not given)
62	9.2	Cc1ccccc1CNC(=O)c1ccccc1NC(=O)c1nsc2ccccc12
63	-0.2	CCCSc1ncc(Cl)c(C(=O)Nc2nc3ccc(OCC)cc3s2)n1
64	2.2	CCN(C(=O)Cn1cnc2onc(-c3ccc(F)cc3)c2c1=O)c1ccc(OC)cc1
65	-6.1	CC(Oc1ccc(Cl)cc1)C(=O)OCC(=O)c1ccc(Cl)cc1 (stereo not given)
66	-9.4	O=C1OC(c2cccc(F)c2)=N/C1=C\c1ccccc1OS(=O)(=O)c1ccccc1
67	-3.3	CC(=O)Cn1nc([N+](=O)[O-])nc1Sc1ccc(C)cc1
68	-2.4	COc1cccc(C2c3[nH]c4ccccc4c3CCN2Cc2nccs2)c1 (stereo not given)
69	1.2	CC(=O)NC(C(=O)NC1CCCCC1)C(C)C (stereo not given)
70	-0.2	COc1cccc(/C=N/NC(=O)c2cc3c(ccc4ccccc43)o2)c1
71	8.0	CC1=NN(c2cccc(C)c2)C(=O)C1C(c1ccccc1O)c1c(C)[nH]n(-c2cccc(C)c2)c1=O (stereo not given)
72	2.1	CCc1ccccc1NC(=O)c1cnc2sc(N3CCCC3)nn2c1=O
73	3.9	COCCCNC(=O)Cn1c(=O)n(-c2cccc(C)c2)c(=O)c2c3c(sc21)CN(C(C)=O)CC3
74	-1.6	COc1ccc(S(=O)(=O)NCC(c2ccc(N(C)C)cc2)N2CCc3ccccc32)cc1F (stereo not given)
75	6.1	Cc1cccc(C)c1NC(=O)CCSc1nc(-c2ccc3c(c2)OCO3)cc(C(F)(F)F)n1
76	6.1	O=C(CCSc1nnc(-c2cccc(Cl)c2)o1)N1CCCCCC1
77	-6.8	COc1ccc(-c2nc(N)n(C(=O)c3ccccc3)n2)cc1
78	2.3	COc1ccc(S(=O)(=O)Nc2ccc3c(c2)CCCN3S(=O)(=O)c2ccc(C)cc2)cc1F
79	-7.1	CCOc1ccc2nc(SC3CC(=O)N(c4ccc(C)cc4C)C3=O)sc2c1 (stereo not given)
80	-6.9	COc1ccc(NC(=O)C(c2ccccc2)N2Cc3ccccc3C2=O)cc1 (stereo not given)
81	-19.3	COc1cc(NC(=O)C2CCCN(S(=O)(=O)c3cn(C)cn3)C2)cc(OC)c1 (stereo not given)
82	3.7	CSc1nc(-c2ccc(Cl)cc2)nn1S(=O)(=O)c1ccc(NC(C)=O)cc1
83	-2.0	Cc1nc(-c2ccccc2)sc1CO
84	0.5	CCN(CC)C(=Nc1ccc(C)cc1)C(=Nc1ccc(C)cc1)N(CC)CC
85	1.5	CN1CCN(S(=O)(=O)c2ccc(Br)s2)CC1
86	-15.0	Cn1nc(-c2ccccc2F)c2cc(C(=O)Nc3cc(F)ccc3F)sc21
87	1.4	CNC(=O)c1ncn(C(=O)OC)c1N
88	1.5	CCn1c2c(c(=O)n3ncc(C(=O)Nc4ccc(F)cc4Cl)c13)CN(Cc1ccc(OC)cc1)CC2
89	-0.3	CCN(CC)CCN(c1ccc2c(c1)OCCO2)S(=O)(=O)c1ccc(C)cc1
90	11.4	CCOc1ccc(N2CC(C(=O)O)CC2=O)cc1 (stereo not given)
91	2.8	CCC(=O)Nc1ccc(C(=O)n2nc(C)c(C)c2C)cc1
92	9.7	Cc1ccc(C(=O)Nc2cccnc2Cl)cc1C
93	3.1	Cc1ccc(OCc2nn3c(-c4ccncc4)nnc3s2)cc1
94	-4.1	CC1=NN(c2ccc(C)cc2C)C(=O)C1C=Nc1ccc(C)c(CN2C(=O)c3ccccc3C2=O)c1 (stereo not given)
95	4.7	C=CCn1c(=O)c2c(nc3n2CC(C(C)(C)C)=NN3)n(C)c1=O
96	3.2	Cc1ccc(C)c(NC(=O)CN(C2CCCCC2)S(=O)(=O)c2ccccc2)c1
97	-4.4	CCOC(=O)COc1ccc(CC)cc1C(=O)c1ccn2nc(-c3ccc(F)cc3)cc2n1
98	7.4	COc1ccc(N2CCN(S(=O)(=O)Cc3ccccc3C)CC2)cc1
99	-0.8	COc1cccc(OCCOc2ccc3c(C)cc(=O)oc3c2)c1
100	10.5	COc1cccc(OC)c1C(=O)NNC(=O)c1cccc(COc2ccc3c(c2)CCC3)c1
101	3.7	O=C(N/N=C/c1ccc(Cl)s1)C(Cc1cccs1)=NC(=O)c1ccccc1
102	-4.5	NC(=O)c1ccccc1NC(=O)CCSCCC(=O)Nc1ccccc1C(N)=O
103	-1.4	CCn1ccnc1Cn1ccc(-c2cccc(-c3nccnc3C)c2)n1
104	-8.1	CCOc1ccc(-c2nc(Cn3c(=O)cc(C)c4c(C)nn(-c5ccccc5)c43)c(C)o2)cc1
105	-0.4	O=S(=O)(c1cccs1)N1CCCCC1
106	-4.0	Cc1ccc(COCC(O)CN2CC(C)CC(C)C2)cc1 (stereo not given)
107	0.1	COc1ccc(CCNC(=O)c2ccc3c(c2)c(C)c(C)n3Cc2ccccc2)c(OC)c1OC
108	-2.0	COc1cc(C(=O)NCCNC(C)=O)ccc1OC1CCN(C2CCCC2)CC1
109	-2.3	CCc1cccc(CC)c1NC(=O)CSc1nc2sc3c(c2c(=O)n1-c1ccc(C)cc1)CCCC3
110	5.9	CC1(C)CC(=O)C2=C(C1)NC(=O)CC2c1ccc(Cl)cc1Cl (stereo not given)
111	7.2	COc1ccc(C(=C(Cl)Cl)c2ccc(OC)c(C)c2)cc1C
112	-6.0	CCCSc1nc2ccc(NC(=O)c3sc4nc(-c5ccncc5)ccc4c3N)cc2s1

# (listing goes on)
No.	RBX1-CUL1 inh	SMILES
113	-5.4	CCCCOc1cccc2c1C(O)(c1cccs1)c1c(OCCCC)cccc1C2(O)c1cccs1 (stereo not given)
114	1.1	Cc1cccc(NC(=O)c2ccc3snnc3c2)c1C
115	-2.9	CCOC(=O)Cc1ccc(NC(=O)N2CC(C)Oc3ccc(Cl)cc32)cc1 (stereo not given)
116	0.3	Cn1c(CNCc2cccnc2Oc2ccccc2F)nc2ccccc21
117	-7.0	COc1cccc(-c2nc(SCC(=O)N3CCc4ccccc43)c3c(=O)n(C)c(=O)n(C)c3n2)c1
118	-7.2	Cc1ccc(NC(=O)CN2C(=O)S/C(=C\c3ccc(N4CCOCC4)cc3C)C2=O)c(C)c1
119	-0.9	CCC(=O)NC(Nc1ncccc1C)(C(=O)OC)C(F)(F)F (stereo not given)
120	7.7	COc1ccccc1NC(=O)Cc1c(C(=O)O)[nH]c2ccc(Cl)cc12
121	-5.6	COc1ccc(NC(=O)c2ccccc2OCC(=O)NC(C)(C)C)c(C)c1
122	9.7	Cc1ccc2c(CNCCc3ccco3)c(C(=O)O)n(Cc3ccc(F)cc3)c2c1
123	1.2	O=C1O[C@H](COC(=O)c2ccccc2)[C@@H](OC(=O)c2ccccc2)C=C1OC(=O)c1ccccc1
124	-6.2	S=C(c1cn(CCOc2ccccc2)c2ccccc12)N1CCOCC1
125	-6.9	Cc1cc(C)c(NC(=O)c2ccc(I)cc2)c(C)c1
126	3.0	COC(=O)c1ccccc1NC(=O)c1ccc(=O)n(Cc2cccc(C)c2)c1
127	4.1	COc1cccc(N2COc3cc(C)c(Cl)c(C)c3C2)c1
128	-10.7	COCCn1c(=O)c2c(nc3n2CCCN3c2ccccc2)n(C)c1=O
129	-2.2	Cc1noc(C)c1C(=O)Nc1c(C(C)C)cccc1C(C)C
130	-2.1	COCCN1C(=O)CC(CC(=O)N2CCCC(C)C2)(c2ccccc2F)C1=O (stereo not given)
131	4.0	Cc1ccc2nc3c(cc(C(=O)Nc4ccccc4)n3C)c(=O)n2c1

# Only part of the results is shown. The share of hits here may be higher or lower than overall.
